Screens: PubChem, The Scripps Research Institute Molecular Screening Center
TbREL1 primary: TbREL1 inhibition, primary screen | 0.49% of 89,000 active | TbREL1 RNA ligation, FRET fluorescence | inhibition, % at 9.66 µM | P86926;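 active = inhibition above the mean inhibition across all screened compounds plus 3 SD, cut at about 11% in these data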;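 also: 0% = plate median of test wells and 100% = NSC42067 control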
Target sequence (P86926 whole entry, looked up): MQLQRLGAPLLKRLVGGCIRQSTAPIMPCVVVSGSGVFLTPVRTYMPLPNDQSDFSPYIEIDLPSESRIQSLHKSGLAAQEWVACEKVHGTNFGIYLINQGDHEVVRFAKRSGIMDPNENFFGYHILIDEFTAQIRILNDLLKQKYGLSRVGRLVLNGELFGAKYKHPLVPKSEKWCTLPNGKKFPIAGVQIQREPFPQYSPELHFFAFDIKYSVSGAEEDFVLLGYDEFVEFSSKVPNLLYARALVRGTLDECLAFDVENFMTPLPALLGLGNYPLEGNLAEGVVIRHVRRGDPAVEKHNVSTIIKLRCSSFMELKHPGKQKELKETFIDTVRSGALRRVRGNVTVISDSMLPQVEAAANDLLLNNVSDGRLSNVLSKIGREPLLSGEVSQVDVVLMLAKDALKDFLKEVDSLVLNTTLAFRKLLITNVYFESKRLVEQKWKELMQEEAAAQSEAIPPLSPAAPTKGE
An asterisk follows results filed as active. This is a subset; count on the stated rates, not on these rows.

| smiles | TbREL1 primary |
| --- | --- |
| COC(=O)C1=CN(c2ccc(OC)cc2)C(N)=C(C#N)C1c1cccc2ccccc12 (stereo unspecified) | -3.2 |
| COc1cc(NC(=O)c2ccc(S(=O)(=O)N(C)c3ccccc3)cc2)cc(OC)c1 | 1.2 |
| O=C(NCc1ccco1)C1(c2ccc(Cl)cc2)CCCC1 | -2.4 |
| Cn1c(=O)c2c(nc(SCC(=O)O)n2Cc2cc3c(cc2Cl)OCO3)n(C)c1=O | -3.4 |
| Cc1cccc(C(=O)N2CCN(c3ncnc4c3cnn4-c3ccccc3)CC2)c1 | -1.4 |
| O=C(Cc1cccc(NC(=O)C2CCN(C(=O)C3CCC3)CC2)c1)Nc1cccc(C(=O)N2CCCC2)c1 | -1.4 |
| CCC(Oc1ccccc1)C(=O)Nc1nc2ccccc2[nH]1 (stereo unspecified) | 0.1 |
| CC1=C(C)CC(C(=O)Nc2ccc(C(N)=O)cc2)C(C(=O)O)C1 (stereo unspecified) | 1.5 |
| CCCCN(C(=O)NC(=O)Nc1ccccc1OCC)S(C)(=O)=O | -0.1 |
| CC1CCCN(S(=O)(=O)c2ccccc2[N+](=O)[O-])C1 (stereo unspecified) | 0.7 |
| CCN(CC(=O)Nc1ccc2c(c1)OCCO2)C(=O)CCOc1ccccc1 | 0.9 |
| COc1ccc(Cn2cc(CN(C)C3CN(Cc4cn(Cc5ccc(OC)cc5)nn4)S(=O)(=O)C3)nn2)cc1 (stereo unspecified) | -1.1 |
| CC(=O)C(N=Nc1ccccc1)(Sc1nnc(-c2ccccc2)n1-c1ccccc1)C(=O)Nc1ccccc1 (stereo unspecified) | -1.0 |
| COc1ccc(C(=O)N/C(=C\c2ccccc2)C(=O)NC(CCSC)C(=O)O)cc1 (stereo unspecified) | -1.7 |
| COc1cc(C2CC(c3ccccc3)=NN2c2ccccc2)ccc1OCC(=O)O (stereo unspecified) | -3.9 |
| CC(C)CCn1c(N2CCN(c3cccc(Cl)c3)CC2)nc2c1c(=O)[nH]c(=O)n2C | -2.1 |
| CCOC(=O)Nc1ccc(S(=O)(=O)Nc2cc(C)on2)cc1 | 5.0 |
| NC(=O)NC(=O)C(Nc1ccc(N2CCCCC2)cc1)c1ccccc1 (stereo unspecified) | -4.9 |
| O=C(CS(=O)(=O)Cc1ccccc1)NCc1ccccc1Cl | 1.0 |
| Cc1ccc(-c2cc(C(=O)Nc3ccc(S(=O)(=O)N4CC(C)OC(C)C4)cc3)[nH]n2)c(O)c1 (stereo unspecified) | -3.0 |

Random excerpt: three compounds from above
| smiles | TbREL1 primary |
| --- | --- |
| COc1cc(NC(=O)c2ccc(S(=O)(=O)N(C)c3ccccc3)cc2)cc(OC)c1 | 1.2 |
| Cc1ccc(-c2cc(C(=O)Nc3ccc(S(=O)(=O)N4CC(C)OC(C)C4)cc3)[nH]n2)c(O)c1 (stereo unspecified) | -3.0 |
| Cc1cccc(C(=O)N2CCN(c3ncnc4c3cnn4-c3ccccc3)CC2)c1 | -1.4 |

Additional results follow.
| smiles | TbREL1 primary |
| --- | --- |
| CCC(C)CNC(=O)c1cn(C(C)c2ccccc2)nn1 (stereo unspecified) | -0.8 |
| CCc1ccc(C(C(=O)NC2CCCCC2)N(C(=O)c2csnn2)C2CC2)cc1 (stereo unspecified) | -0.8 |
| Cc1cc(C)c(OCCOCCN2CCN(C)CC2)c(Cl)c1 | 5.2 |
| O=C(N[C@H](C(=O)N1CCC[C@H]1C(=O)NCCc1ccccc1Cl)C1CCCCC1)c1ccc(Cl)c(Cl)c1 | -2.0 |
| COc1ccc(C)cc1NC(=O)C1CCCN1S(=O)(=O)c1ccccc1F (stereo unspecified) | -0.4 |
| CC1CCCCC1NC(=O)Cn1cnc2sccc2c1=O (stereo unspecified) | 1.3 |
| CCc1cccc(C)c1NC(=O)CCCN1C(=O)CN(C)C1=O | 0.0 |
| O=C(Nc1nccs1)[C@@H]1CCCN1S(=O)(=O)c1ccccc1F | 7.2 |
| CCc1ccc2c(CN(CC)Cc3nc4ccccc4c(=O)[nH]3)cc(=O)oc2c1 | -0.1 |
| O=C(Nc1ccccc1N1CCCCC1)c1ccc2nccnc2c1 | 1.9 |
| COc1cc(NS(=O)(=O)c2ccc(NC(=S)Nc3ccccc3)cc2)nc(OC)n1 | 3.8 |
| CC1(C)Cc2c(c(N3CCOCC3)nc3sc(-c4ccc(C(=O)O)o4)c(N)c23)CO1 | -5.4 |
| O=c1[nH]cnc2ncc(-c3ccc(O)cc3)nc12 | -0.3 |
| CC(C(=O)N1CCc2ccccc21)N1CCN(S(=O)(=O)c2cccc(C(F)(F)F)c2)CC1 (stereo unspecified) | -1.6 |
| CCc1nnc(NC(=O)CCN2C(=O)c3ccccc3C2=O)s1 | 1.1 |
| O=C1CCN(S(=O)(=O)c2ccccc2)CCN1CCOCc1ccc(Cl)cc1 | -2.7 |
| CC(C)n1c(=N)c(C(=O)NCCc2ccccc2)cc2c(=O)n3ccccc3nc21 | 3.2 |
| Cc1ccc(CN(c2ccc(C(=O)N3CCc4ccccc4C3)cc2)S(C)(=O)=O)cc1 | -3.0 |
| COCCSc1ccccc1C(=O)N1CCN(Cc2ccccc2)CC1 | -3.8 |
| COc1cccc(-c2cnc(C(O)c3ccc(CN4CCCC4)cc3)[nH]2)c1 (stereo unspecified) | -1.1 |
| CCC(=O)Nc1ccc(OCC2CCCO2)cc1 (stereo unspecified) | 3.4 |
| O=C(Cc1ccccc1[N+](=O)[O-])Nc1ccc2c(c1)OCO2 | 7.2 |
| CN(Cc1ccccc1)C(NC(=O)c1ccco1)C(Cl)(Cl)Cl (stereo unspecified) | 1.8 |
| CCN(Cc1nc(-c2ccc(C)cc2)no1)C(=O)c1ccco1 | -2.9 |
| CCC(C)n1c(SCc2ccc([N+](=O)[O-])cc2)nc2ccsc2c1=O (stereo unspecified) | -0.5 |
| COc1ccc(-c2nc3c(C)cc(Br)cn3c2CC2CCCCC2)cc1OC | -0.7 |
| CCN(CC(=O)Nc1c(F)cccc1F)C(=O)c1ccc(C(=O)c2ccccc2)cc1 | -1.2 |
| C=CCNC(=O)c1cc2c(C(F)(F)F)nn(C)c2s1 | -0.5 |
| CCCC(=O)N1CCN(c2nc(CC(C)C)c3c(c2C#N)CCC3)CC1 | -0.7 |
| Cc1ccc(C)c2c1sc(=NC(=O)CN1C(=O)CCC1=O)n2C | 4.2 |

Structural class, the compounds so far containing a nitro group on carbon
| smiles | TbREL1 primary |
| --- | --- |
| CC1CCCN(S(=O)(=O)c2ccccc2[N+](=O)[O-])C1 (stereo unspecified) | 0.7 |
| O=C(Cc1ccccc1[N+](=O)[O-])Nc1ccc2c(c1)OCO2 | 7.2 |
| CCC(C)n1c(SCc2ccc([N+](=O)[O-])cc2)nc2ccsc2c1=O (stereo unspecified) | -0.5 |

(next part)
| smiles | TbREL1 primary |
| --- | --- |
| Cc1cccc(CSc2nc(N)c(C#N)c(-c3cccs3)c2C#N)c1 | 6.3 |
| Cc1n[nH]c(C)c1S(=O)(=O)N1CCCC(C(=O)N2CCc3ccccc32)C1 (stereo unspecified) | -1.8 |
| O=C(N=Nc1c(O)[nH]c2ccc([N+](=O)[O-])cc12)c1ccccc1[N+](=O)[O-] | 4.2 |
| CCC(C)n1c(OC)nc2c1c(=O)n(C)c(=O)n2C (stereo unspecified) | 0.1 |
| O=C(Nc1ccc(F)cc1)OCc1cn(Cc2cc(F)ccc2F)nn1 | -1.1 |
| O=C(c1cccs1)c1coc2ccc(O)c(CN(CCO)CCO)c12 | 0.5 |
| Cc1ccc(NC(=O)c2cnn(-c3ccccc3)c2NC(=O)c2ccco2)cc1 | -0.1 |
| N#CC[C@H](Cc1ccccc1)N1CCN(CCc2ccccc2)CCC1=O | 2.5 |
| O=C(O)C1CCN(C(=O)CSc2nc3ccccc3s2)CC1 | -1.5 |
| CCn1nc(C)cc1C(=O)N1CCCC(N(C)CCc2ccc(OC)c(OC)c2)C1 (stereo unspecified) | 3.7 |
| O=C(NCc1ccncc1)c1cccc(NS(=O)(=O)c2ccc(F)c(F)c2)c1 | 4.3 |
| CCN(CC)S(=O)(=O)c1ccc(NC(=S)NC(=O)C2CCC2)cc1 | -9.0 |
| O=C(CSc1nnc(CNc2ccc(F)cc2)n1-c1ccccc1)N1CCOCC1 | 0.7 |
| CCOC(=O)c1c(N)sc(C(=O)N(C)C)c1C | -3.5 |
| CS(=O)(=O)N(Cc1ccccc1)c1ccc(C(=O)N2CCc3ccccc3C2)cc1 | -2.2 |
| CC(C)(C)OC(=O)N1CCC(C(=O)Nc2ccc(C(=O)N3CCCC3)cc2)CC1 | -0.7 |
| COc1cccc(CC(=O)Nc2ccc(N3CCOCC3)c(S(=O)(=O)Nc3ccccc3OC)c2)c1 | -1.4 |
| Cc1nn(-c2ccccc2)c2nc(=O)n(-c3ccccc3)cc12 | 0.0 |
| CC(C#N)(NC(=O)CN1CCN(S(=O)(=O)c2ccccc2C#N)CC1)C1CC1 (stereo unspecified) | 2.9 |
| Cc1cccc(NC(=O)Cc2cccs2)n1 | -1.8 |
| CCC(C)c1ccccc1N1CC(C(=O)Nc2cccc(S(=O)(=O)N3CCOCC3)c2)CC1=O (stereo unspecified) | -1.8 |
| COc1ccc(-n2nc(C(=O)NCC(=O)NCCCN3CCOCC3)c3ccccc3c2=O)c(OC)c1 | 3.1 |
| CC(C)NC(=O)/C(=C/c1cn(-c2ccccc2)nc1-c1cccc([N+](=O)[O-])c1)NC(=O)c1ccccc1 | -0.9 |
| CCN(c1ccc(C)cc1C)S(=O)(=O)c1nnc(NC(=O)C(C)(C)C)s1 | -2.1 |
| CS(=O)(=O)c1ccc(-c2sc3ccccc3c2C(=O)N2CCN(c3ccc(F)cc3)CC2)cc1 | 0.5 |
| CCN(CC(=O)NC(C)C)Cc1nc2c(Br)cc(Br)cc2c(=O)[nH]1 | 0.5 |
| CCC(C)(C)NC(=O)C(c1ccccc1F)N(C(=O)c1ccn[nH]1)c1ccccc1 (stereo unspecified) | -0.4 |
| COc1ccc(NS(=O)(=O)c2cccc(C(=O)NN=C(C)c3ccco3)c2)cc1 | -1.2 |
| CC1(C)Oc2ccc(NC(=O)C3COc4ccccc4O3)cc2O1 (stereo unspecified) | -0.8 |
| COc1ccc(CCNC(=O)CSc2nnc(CNc3ccc(Cl)cc3)o2)cc1OC | -0.5 |
| CCc1ccc(NC(=O)C(C)n2nc(C)c([N+](=O)[O-])c2C)cc1 (stereo unspecified) | -1.4 |
| Cc1cnc(C(=O)Nc2nnc(C3CC3)s2)cn1 | 5.6 |
| CCOC(=O)C1(CCOc2ccccc2)CCN(Cc2cccc(F)c2)CC1 | -0.8 |
| CC(OC(=O)C(C)Oc1ccccc1)C(=O)Nc1ccc(S(=O)(=O)N2CCCCC2)cc1 (stereo unspecified) | 0.3 |
| CN(C(=O)CSc1nnc(C(F)(F)F)n1N)C1CCS(=O)(=O)C1 (stereo unspecified) | -1.1 |
| O=C(CSc1ncnc2ccccc12)Nc1cccc(S(=O)(=O)N2CCOCC2)c1 | -1.9 |
| Cc1ccc2nc(-c3sc4nc(C)cc(C)c4c3N)[nH]c2c1 | -3.0 |
| CCOC(=O)C1Cn2c(nc3c(c2=O)C(C)(CC)Cc2ccccc2-3)S1 (stereo unspecified) | 0.2 |
| COc1ccc(NC(=O)CCC(=O)OCc2ccc(C(=O)Oc3ccc(Cl)cc3)cc2)cc1 | 0.1 |
| Cc1nc(=O)c(-c2ccccc2)c(C)n1CCO | 1.7 |
| CC(=O)N1N=C(c2ccccc2)CC1c1ccccc1[N+](=O)[O-] (stereo unspecified) | -3.4 |
| O=C(CCN1C(=O)/C(=C\c2ccccc2)SC1=S)NNC(=O)c1ccncc1 | -2.1 |
| O=C1NCN(c2ccccc2)C12CCN(c1nnnn1-c1ccccc1)CC2 | 2.3 |
| CC(C)(C)[C@@H]1COC(=O)[C@H](Cc2ccc(F)cc2)CC/C=C\C[C@@H](CC(=O)N(CCO)Cc2ccccc2)C(=O)N1 | -2.4 |
| O=C(CSCc1ccco1)Nc1cc(C(F)(F)F)ccc1N1CCOCC1 | 0.0 |
| Cc1cccc(-n2c(Cc3cc(=O)[nH]c(=O)[nH]3)nnc2SC(C)C)c1 | 1.2 |
| COc1cccc(C(=O)/C=C2\Sc3ccccc3N2C)c1 | -2.0 |
| CCCCOc1ccc(C(=O)n2ccc3ccc(-c4ccc5ccn(Cc6ccc(OC)cc6)c5c4)cc32)cc1 | 2.7 |
| Cc1cccc(COc2ccc(/C=N/NC(=O)c3nnn(-c4nonc4N)c3C)cc2)c1 | 0.7 |
| Cc1cc2oc(=O)cc(COC(=O)Cn3cnnn3)c2cc1C(C)C | 5.0 |

The results go on:
| smiles | TbREL1 primary |
| --- | --- |
| COc1ccc(C(=O)Nc2ccc3c(c2)OCCO3)cc1S(=O)(=O)N1CCOCC1 | -3.6 |
| O=C(Oc1cccc(C(=S)N2CCOCC2)c1)c1ccc([N+](=O)[O-])cc1 | -4.6 |
| COc1ccc(C(=O)Nc2cccc(-c3nnc(-c4ccco4)o3)c2)cc1 | 1.9 |
| O=C(Nc1ccon1)c1ccc(Cl)s1 | 1.3 |
| COc1cc(NC(=O)c2noc3c2CCC3)c(OC)cc1Cl | 10.3 |
| Cc1ccc(NC(=S)Nc2cccc3cnccc23)c(C)c1 | -1.4 |
| CCOC(=O)CNC(=O)CSc1nc(-c2cccc(C)c2)ns1 | -2.2 |
| NC(=O)c1ccc(N2CCCCC2)c(N2C(=O)C3CC=CCC3C2=O)c1 (stereo unspecified) | -0.4 |
| O=C(NCC1OCCc2ccccc21)c1ccc(NC(=O)c2cccc(Br)c2)cc1 (stereo unspecified) | 1.2 |
| CCOC(=O)C1=C(C)NC(C)=C(C(=O)OCC)C1c1ccccn1 | -2.8 |
| N/C(=N\OC(=O)COc1ccc(Cl)cc1Br)c1ccncc1 | 5.4 |
| CC(C)[C@H]1/C(=C/C2CC2)N2C(=O)C[C@H](c3cccc(C(F)(F)F)c3)N=C2N1Cc1ccc2c(c1)OCO2 | 4.1 |
| O=C(NC12CC3CC(CC(C3)C1)C2)c1ccc(S(=O)(=O)N2CCOCC2)cc1 | -0.8 |
| Cc1[nH]c2ccccc2c1C(=O)CN1CCSCC1 | 7.5 |
| COc1ccccc1NS(=O)(=O)c1cccc(C(=O)OCc2nc3ccccc3s2)c1 | 3.9 |
| COc1ccccc1NC(=O)CCCNC(=O)Cn1cnc2sc(C)c(C)c2c1=O | 1.9 |
| O=C(COc1ccccc1F)NC12CC3CC(CC(C3)C1)C2 | -1.0 |
| CCN(CC(=O)Nc1cccc(C(C)=O)c1)S(=O)(=O)c1ccc(C)cc1 | -1.4 |
